# LMPTP block – LMPTP (human) inhibition; recombinant LMPTP-A, OMFP fluorogenic substrate, fluorescence intensity; inhibition, % at 20 µM; 0.22% of 360,000 active; AID 651560;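 active means compounds that cut the enzyme signal by at least half of the control window in the single-dose screen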;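 further: plate controls were DMSO wells with enzyme plus substrate for no effect and substrate without enzyme for full effect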
#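 Assay system: LMPTP-A, protein tyrosine phosphatase of low molecular weight / Medium: pH 6.0 Bis-Tris buffer with DTT and Triton X-100 / Schedule: 50 min enzyme reaction at room temperature, protected from light / Measured by: endpoint fluorescence intensity from OMFP dephosphorylation / Read-out basis: % inhibition relative to no-enzyme and uninhibited control wells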
# SUMO1-SIM PPI – SUMO1-SIM interaction modulation | inhibition, % at 20 µM | 0.33% of 360,000 active | P63165 | SUMO1 binding to a labelled peptide, TR-FRET, 1 h; in the data active means inhibition above about 37%
# Rpn11 inh – blocks the human proteasome subunit Rpn11; O00487; human 26S proteasome, Ub4-pepOG fluorescence polarization; 20S core pre-blocked with epoxomicin; calls only at 20 µM; 0.59% of 360,000 active;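 active means inhibition at 20 µM, scaled to each plate's controls, above about 33%, limit read from the data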
# DNMT1 block – DNMT1 (human) enzyme inhibition; AID 588458; P26358; inhibition (reported as % activation of signal), % at 10 µM; DNMT1 molecular beacon, Hinp1I cleavage, fluorescence; 0.83% of 360,000 active; in the data active means inhibition above about 50%
# Target sequence (P26358 504-1616 limits assumed): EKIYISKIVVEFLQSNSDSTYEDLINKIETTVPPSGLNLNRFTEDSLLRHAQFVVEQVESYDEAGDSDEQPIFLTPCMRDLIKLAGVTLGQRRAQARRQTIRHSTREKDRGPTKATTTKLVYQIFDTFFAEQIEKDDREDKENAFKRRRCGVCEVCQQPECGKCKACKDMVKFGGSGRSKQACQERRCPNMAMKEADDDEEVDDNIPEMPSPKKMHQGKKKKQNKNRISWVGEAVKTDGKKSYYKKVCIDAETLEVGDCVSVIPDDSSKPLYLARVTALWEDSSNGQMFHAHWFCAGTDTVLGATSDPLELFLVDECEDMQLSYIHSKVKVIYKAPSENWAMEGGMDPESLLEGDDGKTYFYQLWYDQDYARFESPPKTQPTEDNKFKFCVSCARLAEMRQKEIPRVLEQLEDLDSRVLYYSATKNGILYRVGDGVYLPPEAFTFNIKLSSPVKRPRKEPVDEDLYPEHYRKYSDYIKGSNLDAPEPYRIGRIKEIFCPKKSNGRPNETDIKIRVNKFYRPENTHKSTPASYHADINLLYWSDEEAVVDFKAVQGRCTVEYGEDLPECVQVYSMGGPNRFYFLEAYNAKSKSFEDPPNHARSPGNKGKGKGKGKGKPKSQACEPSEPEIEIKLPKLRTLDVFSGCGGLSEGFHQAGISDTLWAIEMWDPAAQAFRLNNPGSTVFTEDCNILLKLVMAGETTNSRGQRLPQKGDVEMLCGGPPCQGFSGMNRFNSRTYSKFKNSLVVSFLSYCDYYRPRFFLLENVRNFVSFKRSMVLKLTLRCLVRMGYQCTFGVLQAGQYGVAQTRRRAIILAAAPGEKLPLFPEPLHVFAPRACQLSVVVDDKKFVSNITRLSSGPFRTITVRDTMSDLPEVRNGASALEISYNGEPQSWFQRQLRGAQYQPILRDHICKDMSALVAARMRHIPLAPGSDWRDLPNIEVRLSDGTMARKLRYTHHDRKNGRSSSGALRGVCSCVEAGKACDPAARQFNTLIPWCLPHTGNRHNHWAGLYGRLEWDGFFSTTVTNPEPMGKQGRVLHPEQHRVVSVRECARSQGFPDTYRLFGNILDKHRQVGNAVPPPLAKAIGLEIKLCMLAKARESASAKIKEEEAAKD
# MT1-MMP act inh – inhibitors of human MT1-MMP activation. P50281. AID 651647. 0.061% of 360,000 active. GFP/RFP ratio change, % at 20 µM. HT1080 RFP-PRO-GFP cells, GFP/RFP ratio fluorescence, overnight; percent of plate control window, DMSO zero;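 active means GFP/RFP ratio change of at least 30% with cell ATP level not reduced by more than half and red fluorescence within 50% of control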; further: strong numbers were not always called active
#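 Assay system: RFP-PRO-GFP reporter HT1080 cells; read-out basis: GFP/RFP fluorescence ratio; benchmarks: DMSO wells and RFP-L50D-GFP cells; doses: 20 µM single dose, 1% DMSO; schedule: overnight cell settling, then overnight compound exposure, 37 °C, 5% CO2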
# NadD block – inhibitors of Staphylococcus aureus NadD; inhibition, % at 20 µM; AID 602399; purified NadD enzyme, colorimetric absorbance read-out; 0.78% of 360,000 active; in the data active means inhibition above about 26%; further: some compounds past the cut are filed as inactive
# CendR NRP1 mod – modulators of CendR peptide binding to human neuropilin-1; O14786; FAM-RPARPAR peptide binding to NRP-1, fluorescence polarization; inhibition, % at 25 µM; 0.85% of 360,000 active; AID 602438;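 active means inhibition or corrected inhibition above about 18%, plus a signal ratio from 0.5 to 1.5, limit read from the data, passing the limit was not always enough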; further: strong numbers were not always called active
# STEP block – inhibitors of human striatal-enriched phosphatase STEP. AID 588621. inhibition, % at 20 µM. P54829. 0.25% of 360,000 active. recombinant STEP, OMFP fluorogenic substrate, fluorescence;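 active means inhibition at 20 µM, scaled per plate between control wells, above about 37%, limit read from the data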;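 further: 0% = DMSO with enzyme and substrate and 100% = substrate only without enzyme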
#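 System: STEP (striatal-enriched tyrosine phosphatase) enzyme, cell-free; medium: Bis-Tris pH 6.0 buffer with DTT, detergent; dosing: 20 µM, 1% DMSO; times: reaction 20 min, ambient temperature; detection: fluorescence, 480/540 nm; read-out basis: normalized % inhibition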
# SKN-1 block – C. elegans SKN-1 inhibition | 0.49% of 360,000 active | inhibition, % at 21.8 µM | C. elegans VP596 Pgst-4::GFP/RFP ratio, acrylamide-induced, 24 h | AID 624304;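 active means interference check ratio from 0.5 to 1.5 plus GFP to RFP signal ratio inhibition reaching or exceeding a fixed threshold, cut at about 30% in these data, passing the limit was not always enough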; further: some compounds called inactive have numbers as strong as hits
# Scp1 inh – blocks human Scp-1 phosphatase activity; 0.88% of 340,000 active; Q9GZU7; inhibition, % at 20 µM; Recombinant Scp1, phosphopeptide, malachite green phosphate absorbance;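 active means inhibition above about 50% at 20 µM, limit read from the data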;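 further: plate controls were DMSO wells with enzyme for no effect and wells lacking enzyme for full effect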
#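 Test system – truncated SCP-1 phosphatase (76-261aa) · Reagent – Phosphorylated 17-residue peptide substrate · Incubation – 45 min room-temperature reaction, 5 min colour, 30 min stabiliser · Detection – colorimetric phosphate reagent with accelerator and stabiliser, absorbance at 630 nm · Measure – % inhibition at 20 µM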
# Starred values were filed as active, the others as inactive; i = inactive; nt = not tested or not shown.
SMILES,LMPTP block,SUMO1-SIM PPI,Rpn11 inh,DNMT1 block,MT1-MMP act inh,NadD block,CendR NRP1 mod,STEP block,SKN-1 block,Scp1 inh
CCOc1ccc(CN(C)C(=O)[C@H](Cc2ccccc2)NC(=O)OCc2ccccc2)cc1OC,0.6,4.5,i,-0.3,-5.8,-7.2,17.4,-1.0,-8.3,3.6
COCCN(C(=O)CCC(=O)Nc1cc(C)on1)C(C(=O)NC1CCCC1)c1ccc(C(C)C)cc1 (stereo not drawn),0.4,9.2,i,0.0,0.3,-1.6,11.1,-1.9,-1.0,-5.9
COc1cccc(CNC(=S)Nc2ccc(Cl)cc2C)c1,0.5,5.7,i,2.4,-2.1,-1.5,5.7,1.5,5.5,-10.2
Nn1c(SCC(=O)Nc2cccc(C(F)(F)F)c2)nncc1=O,0.0,7.8,i,0.7,0.2,1.5,10.5,6.1,-2.7,0.4
Cc1ccc(Cl)cc1N1CCN(C(=O)C2CCCN(S(=O)(=O)c3cnc[nH]3)C2)CC1 (stereo not drawn),-1.2,3.3,i,1.7,8.4,-3.3,3.7,0.0,6.9,-5.8
O=c1[nH]c(CN2CCN(c3ccccn3)CC2)nc2c(Br)cc(Br)cc12,2.6,-1.0,i,-3.2,2.8,-3.2,-6.5,-2.0,-2.5,1.3
CN(C(=O)COC(=O)c1ccccc1C(=O)N1CCN(c2ccccc2)CC1)c1ccccc1,0.8,1.4,i,5.2,-17.8,5.8,-3.7,1.5,5.2,-2.6
Cc1ccccc1-n1cc(-c2ccc(Br)cc2)nc1SCC(N)=O,3.1,7.0,i,-2.1,2.5,0.6,6.7,2.6,-21.4,-3.6
COC(C(=O)C(O)C(C)O)C1Cc2cc3cc(OC4CC(OC5CC(O)C(O)C(C)O5)C(O)C(C)O4)c(C)c(O)c3c(O)c2C(=O)C1OC1CC(OC2CC(OC3CC(O)C(OC)C(C)O3)C(O)C(C)O2)C(O)C(C)O1 (stereo not drawn),3.7,0.4,i,-190.1,-20.0,-6.4,10.3,0.6,21.3,-4.7
O=C(Nc1ccc(Cl)cc1)N1CCC(c2nc(-c3ccccc3Cl)no2)CC1,4.5,0.6,i,-8.9,-3.0,-9.6,5.0,0.0,21.1,-6.2
COc1cccc(C(C)NC(=O)Nc2cc(Cl)ccc2OC)c1 (stereo not drawn),0.7,1.0,i,5.1,2.4,-4.1,-5.4,5.8,3.7,-10.4
Cc1ccc2nc(C)cc(NCCO)c2c1,-0.9,1.3,i,2.3,1.3,0.2,-12.2,-2.4,4.8,-11.2
COc1ccc(NC(=S)N(CCN(C)C)C(C)c2ccco2)cc1Cl (stereo not drawn),-1.9,3.7,i,0.0,1.4,-5.8,10.8,19.2,5.4,-11.2
O=C(O)c1cccc2c1C(=O)c1ccc(-c3ccc(Cl)c(C(F)(F)F)c3)cc1S2(=O)=O,0.7,-11.1,i,2.4,-1.9,5.3,-17.7,2.8,5.9,9.3
CCOc1ccccc1OCCN1CCCC1,-2.0,-3.7,i,-0.7,1.8,-0.4,13.2,-1.4,-5.9,-10.3
CCc1nc2c(OCc3ccc(C(F)(F)F)cc3)cccn2c1N(C)C(=O)CC(C)C,0.2,-0.6,i,4.5,-8.8,9.3,22.7*,4.2,6.1,nt
O=c1c2ccccc2nc(/C=C/c2cc(Br)ccc2O)n1CCO,1.1,2.5,i,-4.9,-8.0,3.1,-10.5,-3.0,1.3,-11.4
COCCn1nnnc1CN1CCN2CCCC2C1 (stereo not drawn),-2.7,-1.0,i,-1.9,-8.2,0.1,5.7,2.2,4.9,-1.3
Cc1ccc(S(=O)(=O)C/N=C(/NC(=S)N(c2ccccc2)c2ccccc2)c2ccccc2)cc1,1.2,1.7,i,-2.0,4.5,-0.2,5.9,4.6,-4.4,-5.2
CNC(=O)COc1ccccc1C(=O)Nc1ccc2c(c1)oc1ccccc12,-0.3,-1.2,i,-6.2,-1.7,-4.0,3.3,-1.4,-25.3,4.7
COc1cccc(NC(=O)/C=C/c2ccc(S(=O)(=O)N3CCOCC3)cc2)c1,0.0,-17.6,i,-5.8,12.3,-5.0,10.3,-3.6,-0.7,-0.1
CC(=O)OC1(C(C)=O)CCC2C3CC(Cl)C4=CC(=O)CCC4(C)C3CCC21C (stereo not drawn),0.6,-3.4,i,1.1,-4.5,4.2,-3.9,3.7,1.1,-1.0
CN1CCN(c2ccc(-c3ccnn3C(=O)Nc3ccccc3)cc2)CC1,-1.0,-2.7,i,-0.1,0.4,1.9,11.0,-2.0,4.1,-2.7
COc1cc(C2CC(=O)C=C(O)C2)cc(OC)c1OC (stereo not drawn),-1.0,3.1,i,-4.7,2.6,0.2,-12.9,-1.9,6.7,0.5
COC(=O)c1c(C(=O)OC)c2n(c1C)CCC2,-0.6,1.7,i,-0.1,0.6,-2.5,1.3,2.4,4.0,-7.3
# Next structures follow.
SMILES,LMPTP block,SUMO1-SIM PPI,Rpn11 inh,DNMT1 block,MT1-MMP act inh,NadD block,CendR NRP1 mod,STEP block,SKN-1 block,Scp1 inh
CC(=O)NC(C)(c1ccccc1)c1nc(-c2ccc(F)c(Cl)c2)cs1 (stereo not drawn),1.4,4.0,i,3.0,-1.4,0.3,4.1,-1.0,6.7,nt
CCN(C(=O)COC(=O)CNC(=O)c1ccc(C)s1)c1ccccc1,1.5,1.8,i,8.7,5.4,-2.3,3.5,-1.6,14.2,7.2
COc1ccc(N(CCC#N)S(=O)(=O)c2ccc(Cl)cc2)cc1,-0.9,4.2,i,0.0,-2.6,-3.5,7.6,1.0,12.3,-8.4
COc1ccccc1NS(=O)(=O)c1ccc(C)c(C(=O)Nc2cc(C)on2)c1,-0.1,1.8,i,3.1,3.2,-0.5,6.9,1.1,-4.4,-10.7
COc1ccc(C2=NOC(C(=O)NC(C)C)C2)cc1 (stereo not drawn),-0.8,0.7,i,-0.1,5.5,-4.7,-1.9,1.4,0.4,-6.1
CCN(C(=O)c1cc2ccccc2oc1=O)c1cccc(C)c1,-1.4,-1.9,i,-2.8,6.6,-5.5,7.5,0.8,12.4,-4.4
CCC(NC(=O)Nc1nnc(C(F)(F)F)s1)(C(F)(F)F)C(F)(F)F,3.7,1.7,i,1.0,-18.8,-4.2,16.3,2.2,-12.7,-13.9
CCOC(=O)C(=O)CC(=O)c1ccc2c(c1)OCCO2,-1.3,2.1,i,3.9,-1.0,0.1,-14.2,1.4,2.2,-6.0
CCCc1cc(=O)oc2c(C)c(OCC(=O)N3C[C@H]4C[C@@H](C3)c3cccc(=O)n3C4)ccc12,-1.1,6.8,i,0.0,-0.8,-0.5,-3.2,-2.8,3.5,12.2
CCC(C)NCCCCOc1cc(C)cc(C(C)C)c1 (stereo not drawn),-1.6,2.5,i,1.6,6.3,-1.1,17.5,-1.2,6.9,6.6
COc1ccc(C(NC(=O)C2CCN(CCc3ccccc3)CC2)c2ccccn2)cc1 (stereo not drawn),0.1,10.6,i,-0.5,-0.6,-0.4,-11.6,-1.4,-17.6,nt
Cc1cccc(C)c1NC(=O)COC(=O)c1cc(=O)c2ccccc2o1,-1.7,-5.2,i,1.1,-1.9,-0.6,9.7,1.7,1.5,4.5
O=C(COc1ccccc1)NC(=S)Nc1cccc([N+](=O)[O-])c1,1.9,-6.7,i,-0.5,3.5,-5.7,11.5,-1.0,-7.7,-14.1
CC(=O)Oc1ccc(C)cc1N1C(=O)c2ccc(C(=O)O)cc2C1=O,-0.1,-12.0,i,2.4,1.5,-4.7,-5.9,-3.6,5.1,-0.1
CCNC(=O)COC(=O)/C=C/c1cccc([N+](=O)[O-])c1,0.2,-18.5,i,1.4,-10.5,5.7,9.0,3.4,-1.5,0.7
CCOC(=O)C1(Cc2ccccc2)CCCN(Cc2ccncc2)C1 (stereo not drawn),-0.8,0.0,i,-1.1,-4.8,-3.7,5.6,1.4,9.6,-0.7
CCCCn1c(O)c2n(c1=O)Cc1ccccc1N=C2c1ccc(C)cc1,1.6,-2.3,i,5.1,-1.4,3.0,-7.3,-0.2,0.5,nt
O=C(COc1cccnc1[N+](=O)[O-])N1CCN(C(=O)c2ccco2)CC1,-1.7,-8.5,i,11.3,0.5,-1.4,2.5,-0.4,10.1,24.1
Cc1cc(C)nc(SCc2ccc(C(=O)NN=C3C4CC5CC(C4)CC3C5)cc2)n1,-1.4,-2.8,i,3.3,1.5,4.2,5.2,-3.2,8.2,-3.7
O=C(CCNS(=O)(=O)c1cccc2nsnc12)NCc1cccs1,-1.3,-28.9,i,1.0,0.6,5.7,-4.6,1.5,3.8,-0.7
C=C(C)COc1ccc(-c2n[nH]c(C)c2-c2ccc(OC)cc2)c(O)c1,1.4,-2.0,i,-14.9,nt,5.5,2.5,3.8,4.9,5.6
O=C1CC(C(=O)Nc2ccc(F)cc2)S/C(=N\N=C\c2ccco2)N1 (stereo not drawn),0.2,-4.5,i,0.9,8.6,-0.4,-5.3,-1.0,0.9,-4.6
NC(Cc1ccc(Cl)cc1)c1csc(NC(=O)Nc2ccccc2-c2ccccc2)n1 (stereo not drawn),2.2,-133.5,i,-8.9,-8.3,25.0,-15.8,4.0,10.7,nt
Cc1ccccc1NC(=O)/C=C/c1ccc([N+](=O)[O-])s1,0.7,-8.3,i,2.5,-162.5,-4.1,-44.4,-2.9,-5.2,-7.3
Cc1cccc(C)c1NC(=O)C(c1ccccc1OC(F)(F)F)N1CCN(C)CC1 (stereo not drawn),-3.0,-2.0,nt,nt,8.6,nt,7.7,nt,-3.6,nt
COC(=O)CC1(C(=O)OC)Oc2ccc(Br)cc2C(=O)N1c1ccc(Br)cc1Cl (stereo not drawn),2.1,-1.9,i,4.5,-5.9,-1.7,-1.9,1.0,10.8,-10.8

# A draw from above in order of formula weight, highest first.
SMILES,LMPTP block,SUMO1-SIM PPI,Rpn11 inh,DNMT1 block,MT1-MMP act inh,NadD block,CendR NRP1 mod,STEP block,SKN-1 block,Scp1 inh
Cc1cc(C)nc(SCc2ccc(C(=O)NN=C3C4CC5CC(C4)CC3C5)cc2)n1,-1.4,-2.8,i,3.3,1.5,4.2,5.2,-3.2,8.2,-3.7
CC(=O)NC(C)(c1ccccc1)c1nc(-c2ccc(F)c(Cl)c2)cs1 (stereo not drawn),1.4,4.0,i,3.0,-1.4,0.3,4.1,-1.0,6.7,nt
O=C1CC(C(=O)Nc2ccc(F)cc2)S/C(=N\N=C\c2ccco2)N1 (stereo not drawn),0.2,-4.5,i,0.9,8.6,-0.4,-5.3,-1.0,0.9,-4.6
CCOC(=O)C1(Cc2ccccc2)CCCN(Cc2ccncc2)C1 (stereo not drawn),-0.8,0.0,i,-1.1,-4.8,-3.7,5.6,1.4,9.6,-0.7
CCC(C)NCCCCOc1cc(C)cc(C(C)C)c1 (stereo not drawn),-1.6,2.5,i,1.6,6.3,-1.1,17.5,-1.2,6.9,6.6

# Assay outcomes deposited in PubChem BioAssay by Sanford-Burnham Center for Chemical Genomics.
